Source: PubChem (The Scripps Research Institute Molecular Screening Center)
LYPLA2 counter: blocks human lysophospholipase 2, a PME1 counter-screen. O95372. recombinant LYPLA2, FP-Rh probe fluorescence polarization. inhibition, % at 5.9 µM. 0.38% of 320,000 active. AID 2177;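 active = inhibition above the screen-wide mean plus 3 SD, limit set per campaign, cut at about 26% in these data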;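 note: 0% = LYPLA2 with DMSO and 100% = wells lacking LYPLA2 enzyme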
Target sequence (O95372 whole entry, looked up): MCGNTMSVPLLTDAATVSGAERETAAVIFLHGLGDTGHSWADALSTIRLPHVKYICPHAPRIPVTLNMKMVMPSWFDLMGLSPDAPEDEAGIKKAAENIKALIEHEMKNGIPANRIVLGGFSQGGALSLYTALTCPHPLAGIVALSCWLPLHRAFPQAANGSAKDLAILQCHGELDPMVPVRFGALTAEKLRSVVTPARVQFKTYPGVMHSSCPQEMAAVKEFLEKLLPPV
PAD4 FP inh: inhibitors of human PAD4. AID 485272. Q9UM07. inhibition, % at 6.36 µM. 0.41% of 330,000 active. recombinant PAD4, RCA probe fluorescence polarization;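 active = percent inhibition above a cutoff equal to the mean of all tested compounds plus 3 SD, cut at about 15% in these data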;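 note: 0% = PAD4 with RCA probe and DMSO and 100% = probe without PAD4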
GSTO1 counter: GSTO1 inhibition, counter-screen for RBBP9 inhibitors; inhibition, % at 5.96 µM; P78417; recombinant GSTO1, activity-based probe fluorescence polarization; 1.1% of 300,000 active;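 active = inhibition above the campaign mean inhibition plus 3 SD, cut at about 35% in these data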;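 note: 0% = GSTO1-1 with DMSO and 100% = wells lacking GSTO1-1 enzyme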
PAFAH1B3 FP inh: PAFAH1B3 (human) inhibition | Q15102 | recombinant PAFAH1B3, FP-rhodamine probe, fluorescence polarization | inhibition, % at 3.39 µM | 0.28% of 340,000 active;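 active = inhibition above the screen-wide average of all tested compounds plus 3 SD, cut at about 25% in these data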;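 note: 0% = enzyme with DMSO only and 100% = wells lacking PAFAH1B3 protein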
Target sequence (Q15102 whole entry, looked up): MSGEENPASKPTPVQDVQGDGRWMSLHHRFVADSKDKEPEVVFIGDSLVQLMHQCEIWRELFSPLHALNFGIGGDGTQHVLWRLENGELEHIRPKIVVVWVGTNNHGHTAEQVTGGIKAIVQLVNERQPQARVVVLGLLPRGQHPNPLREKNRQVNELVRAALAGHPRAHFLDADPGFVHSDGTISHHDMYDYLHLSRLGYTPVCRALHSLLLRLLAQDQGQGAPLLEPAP
PREPL inhibitor: inhibits the human prolyl oligopeptidase-like enzyme; inhibition, % at 5.96 µM; Q4J6C6; recombinant PREPL, fluorescence polarization activity-based probe; 0.68% of 320,000 active; in the data active = inhibition above about 43%;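 note: 0% = enzyme with DMSO and 100% = wells lacking enzyme; many of its hits are not listed in these tables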
pPAFAH FP inh: inhibitors of human plasma PAF acetylhydrolase (pPAFAH); recombinant pPAFAH, FP-rhodamine probe fluorescence polarization; Q13093; inhibition, % at 3.39 µM; 1.5% of 330,000 active;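 active = inhibition above the mean inhibition across the screen plus 3 SD, cut at about 25% in these data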;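 note: inhibitors block binding of the rhodamine activity-based probe so polarization drops; 0% = enzyme with DMSO and 100% = wells lacking pPAFAH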
LYPLA1 counter: blocks human lysophospholipase 1, a PME1 counter-screen; O75608; recombinant LYPLA1, FP-Rh probe fluorescence polarization; inhibition, % at 5.9 µM; 0.16% of 320,000 active;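 active = inhibition above the mean of all tested compounds plus 3 SD, set per campaign, cut at about 14% in these data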;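 note: inhibitors block serine hydrolase probe labeling of LYPLA1 so polarization falls; 0% = enzyme with DMSO and 100% = wells lacking LYPLA1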
Target sequence (O75608 whole entry, looked up): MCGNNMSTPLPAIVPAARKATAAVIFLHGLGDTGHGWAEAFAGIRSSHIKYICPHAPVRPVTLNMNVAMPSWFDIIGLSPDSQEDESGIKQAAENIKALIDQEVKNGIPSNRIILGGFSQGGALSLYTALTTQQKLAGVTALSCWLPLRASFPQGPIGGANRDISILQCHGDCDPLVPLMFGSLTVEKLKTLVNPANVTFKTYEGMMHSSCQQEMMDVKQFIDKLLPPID
PAFAH2 FP inh: PAFAH2 (human) inhibition; Q99487; 0.99% of 340,000 active; inhibition, % at 3.39 µM; recombinant PAFAH2, FP-rhodamine activity probe, fluorescence polarization; AID 492956;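 active = inhibition above the mean over all tested compounds plus 3 SD, cut at about 30% in these data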;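 note: inhibitors block probe labeling of enzyme so polarization drops; 0% = enzyme with DMSO and 100% = wells lacking PAFAH2 protein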
PAFAH1B2 inh: blocks human PAF acetylhydrolase 1b catalytic subunit 2; P68402; recombinant PAFAH1B2, FP-rhodamine activity probe, fluorescence polarization; inhibition, % at 3.39 µM; 1.2% of 340,000 active; AID 492953;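 active = inhibition above the mean of all tested compounds plus 3 SD, cut at about 24% in these data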;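 note: 0% = enzyme with DMSO and 100% = wells lacking PAFAH1B2; many of its hits are not listed in these tables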
Target sequence (P68402 whole entry, looked up): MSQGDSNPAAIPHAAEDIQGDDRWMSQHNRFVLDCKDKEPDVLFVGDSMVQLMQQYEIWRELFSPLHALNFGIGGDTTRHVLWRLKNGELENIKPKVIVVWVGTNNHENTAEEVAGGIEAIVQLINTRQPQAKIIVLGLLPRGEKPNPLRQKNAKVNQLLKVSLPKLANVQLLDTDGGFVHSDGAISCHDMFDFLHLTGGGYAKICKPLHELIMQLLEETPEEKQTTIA
* marks the source's active call; other numbers are inactive results; / = no result given. The list is partial; count on the stated rates, not on these rows.

Each structure is followed by: LYPLA2 counter, PAD4 FP inh, GSTO1 counter, PAFAH1B3 FP inh, PREPL inhibitor, pPAFAH FP inh, LYPLA1 counter, PAFAH2 FP inh, PAFAH1B2 inh
COc1cc(NC(=O)CSc2nc(=O)n(CCN3CCOCC3)c3c2CCCC3)cc(OC)c1
 : 7, 5, -1, 2, -7, 6, 1, 3, 0
Cc1cccc(N=C2N=C(N)c3ccccc32)c1
 : 0, 0, -7, 5, 14, -4, -2, 4, 6
CCOC(=O)N1CCC(NC(=O)c2ccc3c(c2)N(CC)CCS3)CC1
 : 1, 1, -3, 0, -4, 4, -2, -2, 3
O=C(CN1CCOCC1)Nc1ccccc1F
 : 1, -1, 11, 2, 6, 3, -2, 0, 5
COc1cc(NC(=O)CSCc2ccccc2)c(C(=O)O)cc1OC
 : 2, -2, 9, 9, 24, -3, 3, 8, 6
Nc1nc(Nc2ccc(Cl)cc2)nc(NCc2ccco2)c1[N+](=O)[O-]
 : -17, 3, -12, 5, -9, -8, -4, 2, 4
c1ccc(-c2ccc3[nH]ccc3c2)cc1
 : 2, 2, /, 4, 10, 7, -1, -7, 3
O=C(CCCC(=O)OCC(Cl)=C(Cl)Cl)Nc1ccc(F)cc1
 : 3, 0, 7, 6, -5, 4, 0, -6, 4
CCOc1cccc(CN2CCC(N3CCC(C(=O)NCC4CCCO4)CC3)CC2)c1 (centres undefined)
 : -9, -6, 3, 4, 8, 2, -5, 1, 3
N#C/C(=C\c1ccccc1)C(=O)NNS(=O)(=O)c1cccc([N+](=O)[O-])c1
 : /, -9, /, 5, 9, 3, /, 12, 8
COc1cc(Cl)c(C)cc1NC(=O)COC(=O)C1=COCCO1
 : 3, -2, 1, -2, 21, 11, 0, 8, -1
CCCOc1ccc(-c2cc(C(F)(F)F)c(C#N)c(SCC(=O)O)n2)cc1
 : 7, 0, -11, 11, -6, -2, 5, -6, 4
CC(C)OCCCNC(=O)Cc1ccc(F)cc1
 : 2, 3, 2, 4, -11, 3, 0, -2, -1
CC(=O)c1c(O)cc(=O)n(-c2ccccc2)c1-c1ccc(C)cc1
 : -2, -3, 2, 4, 6, -5, -2, -2, -6
Nc1nc(SCC(=O)NC2CCCC2)[nH]c(=O)c1NC(=O)c1cccs1
 : 3, 2, 11, 4, -10, 0, 0, -2, -3
C/C(=N\Nc1ccc(S(N)(=O)=O)cc1[N+](=O)[O-])c1ccco1
 : 1, -3, -3, 1, 36, 15, 2, 9, 1
Cc1ccc(-c2nnc(SCC(=O)N3CCCc4ccccc43)n2N)cc1
 : 0, -1, 6, 5, -2, 1, 2, -8, 10
CCN1CCN(CCC(=O)Nc2cccc(C)c2)CC1
 : 1, 2, 3, 1, 9, 7, 0, -4, 0
CCOc1c(OC(C)=O)ccc(/C=C/c2ccc3cccc(OC)c3n2)c1[N+](=O)[O-]
 : 4, 2, 5, 1, 8, 13, 0, -4, 6
Cc1ccc(NS(=O)(=O)c2ccc(-c3ccc(=O)[nH]n3)o2)cc1N(C)C
 : 1, -7, 6, 8, 13, 3, 0, 6, 7
COC(=O)c1sccc1NC(=O)c1csc(C)c1
 : -3, -4, 7, -5, 6, -6, -2, 0, 0
COc1cc(C(C)=O)ccc1OCC(O)CN1CCN(c2ccc(C)c(C)c2)CC1 (centres undefined)
 : 5, 1, 1, 11, 3, 2, 2, 4, 4
COc1ccc(NC(=O)c2cc(N3C(=O)C4C5CCC(C5)C4C3=O)ccc2Cl)c(OC)c1 (centres undefined)
 : 8, 1, 7, 8, 32, 10, 2, -1, 6
C#CCOCCOCCOCCNc1nc(N2CCN(C(=O)CCCCCCCCCCNC(=O)Cn3cc(C[C@@H](C)O)nn3)CC2)nc(N2CCN(C(=O)CCCCCCCCCCNC(=O)[C@@H](CCC(=O)O)n3cc(CCCCCN)nn3)CC2)n1
 : 13, 0, -5, -2, 22, 15, -2, -4, 1
Cc1cccc(C)c1NC(=S)Nc1ccccc1C(=O)NCc1ccco1
 : 2, 2, 1, 7, -2, 2, 2, 3, 1
CCCCNC(=O)CCn1c(=O)c2ccccc2n(Cc2ccc(Cl)cc2)c1=O
 : 1, -2, 4, 2, 1, 2, 2, 5, 8
O=C1c2cnc3nc(SCc4ccc(Cl)cc4)nn3c2CC2c3ccccc3CCN12 (centres undefined)
 : 3, 4, 14, 7, 19, 2, 10, -8, 0
CCOC(=O)CN(C)C(=O)C1CCCN1C(=O)OC(C)(C)C (centres undefined)
 : -2, -3, 1, 8, 16, 4, 0, 4, 5
Cc1ccc(C(=O)N2NC(c3ccc(F)cc3)C3C(=O)N(c4ccc(C)c(C)c4)C(=O)C32)cc1 (centres undefined)
 : -1, -2, 4, 1, -5, 2, 1, 11, 0
O=C(CCCOc1ccccc1)Nc1cccc(S(=O)(=O)N2CCOCC2)c1
 : /, 4, /, 2, 15, 2, /, -9, 1

In the list so far, 6 contain an aryl methoxy group:
Each structure is followed by: LYPLA2 counter, PAD4 FP inh, GSTO1 counter, PAFAH1B3 FP inh, PREPL inhibitor, pPAFAH FP inh, LYPLA1 counter, PAFAH2 FP inh, PAFAH1B2 inh
COc1cc(NC(=O)CSc2nc(=O)n(CCN3CCOCC3)c3c2CCCC3)cc(OC)c1
 : 7, 5, -1, 2, -7, 6, 1, 3, 0
COc1cc(NC(=O)CSCc2ccccc2)c(C(=O)O)cc1OC
 : 2, -2, 9, 9, 24, -3, 3, 8, 6
COc1cc(Cl)c(C)cc1NC(=O)COC(=O)C1=COCCO1
 : 3, -2, 1, -2, 21, 11, 0, 8, -1
CCOc1c(OC(C)=O)ccc(/C=C/c2ccc3cccc(OC)c3n2)c1[N+](=O)[O-]
 : 4, 2, 5, 1, 8, 13, 0, -4, 6
COc1cc(C(C)=O)ccc1OCC(O)CN1CCN(c2ccc(C)c(C)c2)CC1 (centres undefined)
 : 5, 1, 1, 11, 3, 2, 2, 4, 4
COc1ccc(NC(=O)c2cc(N3C(=O)C4C5CCC(C5)C4C3=O)ccc2Cl)c(OC)c1 (centres undefined)
 : 8, 1, 7, 8, 32, 10, 2, -1, 6

Following part
Each structure is followed by: LYPLA2 counter, PAD4 FP inh, GSTO1 counter, PAFAH1B3 FP inh, PREPL inhibitor, pPAFAH FP inh, LYPLA1 counter, PAFAH2 FP inh, PAFAH1B2 inh
O=C(Nc1ccc(Cl)cn1)c1ccccc1[N+](=O)[O-]
 : -4, -8, -6, 4, -1, 0, -2, 5, 3
Cc1cc(C(=O)OCC(=O)NC2CCCC(C)C2C)c(C)o1 (centres undefined)
 : /, 0, /, 5, 15, 12, /, 82*, 5
CSc1ccccc1NC(=O)CN(C)CC(=O)c1c(C)[nH]c2ccccc12
 : 4, -3, /, 4, -3, 2, 0, 4, 4
O=C(NCCc1ccccc1)c1nc2nc(-c3cccs3)cc(C(F)(F)F)n2n1
 : -2, -4, -1, -8, 2, 6, -1, 0, 7
CC(OC(=O)/C=C/c1cccs1)C(=O)Nc1ccc(S(N)(=O)=O)cc1 (centres undefined)
 : -1, -8, -8, -7, 10, 1, -1, -7, 3
O=C(Nc1ccc2[nH]ncc2c1)c1ccc(F)cc1
 : 9, 5, -4, 6, 12, 0, 0, 1, 6
CC(Sc1nccn1C)C(=O)c1c(N)n(C)c(=O)n(C)c1=O (centres undefined)
 : 0, 0, 5, 1, 6, 2, 0, -3, 6
Cc1cc(C)c(NC(=O)c2ccccc2CCc2ccccc2)c(C)c1
 : -6, -6, 12, 8, 3, -2, -1, 3, 1
O=C(COc1cccnc1[N+](=O)[O-])N1CCN(C(=O)c2ccco2)CC1
 : -6, -3, 19, 3, -1, 2, -1, -6, 0
Cc1ccc(C(=O)NC2CCCCC2)cc1
 : 2, -1, 4, -3, 4, 3, 0, -2, 1
COc1cc(OC)cc(-c2c(-c3cccs3)c3cc(-c4ccc(N(C)C)nc4)ccc3n2C)c1
 : -6, -7, /, 3, 11, 16, -1, 3, -4
O=C(CNS(=O)(=O)c1ccc(Br)cc1)OCc1cc(=O)n2cc(Br)ccc2n1
 : -3, 0, 4, /, -2, 7, 0, /, /
O=C(O)/C=C/C(=O)Nc1c(F)cccc1F
 : 3, 1, 10, 11, 11, 2, -1, 4, 0
O=C(COC(=O)c1cccc(N2C(=O)C3CC=CCC3C2=O)c1)c1ccccc1 (centres undefined)
 : 6, 2, 7, 13, -1, 5, 1, 35*, 4
COc1ccc(N2CCN(C(=O)COC(=O)CNC(=O)c3ccccc3)CC2)cc1
 : 1, 1, -3, 9, 12, 3, 0, -1, 7
COc1ccc(/C=C/c2nnc(NC(=O)COc3ccc(C)cc3)s2)cc1
 : -3, -3, 0, -9, 10, 2, -7, 10, -4
O=C(O)/C(=C\c1ccccc1Cl)c1ccc(S(=O)(=O)N2CCCCC2)s1
 : -5, -2, -1, 3, 3, 8, -5, 15, 14
Cc1ccc(C(c2nnnn2C2CCCC2)N2c3ccccc3CC2C)cc1 (centres undefined)
 : 4, -6, 2, -3, 0, 9, -1, 2, -5
Cc1ccccc1NC1=CC(=O)CC(C)(C)C1
 : 3, 3, 0, 4, 10, -4, 3, -1, 0
CC(Nc1cc(N2CCN(S(=O)(=O)N(C)C)CC2)ccc1[N+](=O)[O-])c1ccccc1 (centres undefined)
 : 3, -3, 11, 2, -6, 0, 2, 2, 7
CCC[C@@H](CN1CCC[C@H]1CN1C(N)=NC[C@H]1CC(C)C)N1C[C@@H]([C@H](C)CC)N(CCc2ccc(Cl)c(Cl)c2)C1=N
 : /, 3, /, 10, 52*, -3, /, 4, 0
CCOc1cc(C)c(C(C)C)cc1S(=O)(=O)N1CC(C)OC(C)C1 (centres undefined)
 : 0, -1, -7, 2, -6, 5, -3, 7, 4
CCOC(=O)N1CCN(C(=O)c2cccc(N3C(=O)NC4CC3(C)Oc3ccccc34)c2)CC1 (centres undefined)
 : 1, -2, 5, 0, 7, 3, -1, -5, 4
COC(=O)c1ccc(COc2ccc(Cl)cc2)o1
 : -3, 1, -1, -9, 7, 3, 1, -4, 7
CCOC(=O)N1CC=C2C(C#N)=C(N)C(C#N)(C#N)[C@H](c3cccs3)[C@H]2C1
 : -3, 7, 16, -4, 7, 8, -1, 3, -2
Cc1ccc(C)c(-c2nc3cc(N)ccc3o2)c1
 : 0, -4, 8, 2, 13, 6, -1, -1, 1
CCOC(=O)c1cc(-c2csc(COc3ccc(Cl)cc3)n2)on1
 : 0, 2, 2, 6, -7, 3, 1, -3, 1
COc1ccc(CN2C(=NC(=O)c3ccccc3)SC3CS(=O)(=O)CC32)cc1 (centres undefined)
 : -5, 0, 13, 1, -2, -1, -4, 9, 1
O=C(C[n+]1cccc(CNC(=O)c2ccc(OC(F)F)cc2)c1)Nc1cc(C(F)(F)F)ccc1Cl
 : -11, 3, 3, 6, -48, 2, -5, 2, -6
Cc1ccc(-c2csc(NC(=O)c3c(C)noc3C)n2)cc1
 : -7, -10, /, 0, 11, -9, 2, -3, -1
Cc1ccc(NC(=O)Cn2nnc(C(=O)Nc3ccc(F)c(Cl)c3)c2N)cc1
 : -25, -6, 0, -12, 2, -11, -13, -13, -14

Full records as entered above.
Shown for O=C(CN1CCOCC1)Nc1ccccc1F → LYPLA2 counter = 1; PAD4 FP inh = -1; GSTO1 counter = 11; PAFAH1B3 FP inh = 2; PREPL inhibitor = 6; pPAFAH FP inh = 3; LYPLA1 counter = -2; PAFAH2 FP inh = 0; PAFAH1B2 inh = 5
Shown for O=C(COc1cccnc1[N+](=O)[O-])N1CCN(C(=O)c2ccco2)CC1 → LYPLA2 counter = -6; PAD4 FP inh = -3; GSTO1 counter = 19; PAFAH1B3 FP inh = 3; PREPL inhibitor = -1; pPAFAH FP inh = 2; LYPLA1 counter = -1; PAFAH2 FP inh = -6; PAFAH1B2 inh = 0
